# Source: PubChem BioAssay (several laboratories)
# proCasp7 act – counter-screen for procaspase-3 activators: activators of human procaspase-7 | P55210 | recombinant procaspase-7, Ac-DEVD-pNA absorbance 405 nm; D23A/D198A/D206A triple mutant, cannot self-cleave; scale: DMSO 0, 5 µM enzyme 100 | activation, % at 8.5 µM | 330,000 tested, 0.093% active | AID 463210;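 active = percent activation above the screen-wide mean plus 3 SD, cut at about 25% in these data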
#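 Assay system: Uncleavable procaspase-7 mutant enzyme | Input: 2 µM procaspase-7 mutant as dispensed | Timing: 1 h compound preincubation, 2 h substrate cleavage, 25 °C | Repeats: One well per compound | Control set: DMSO wells as 0%, DMSO with 5 µM added PC-7 as 100% | Technique: Epi-absorbance of released pNA at 405 nm, two timepoints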
# proCasp3 act – activates human procaspase-3. P42574. recombinant procaspase-3 D3A, Ac-DEVD-pNA absorbance 405 nm. activation, % at 8.5 µM. 330,000 tested, 0.11% active. AID 463141;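 active = activation above the mean of all tested compounds plus 3 SD, cut at about 21% in these data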;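 also: 0% = DMSO alone and 100% = DMSO wells spiked with extra 5 µM PC-3 D3A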
# Target sequence (P42574 whole entry D9A/D28A/D175A): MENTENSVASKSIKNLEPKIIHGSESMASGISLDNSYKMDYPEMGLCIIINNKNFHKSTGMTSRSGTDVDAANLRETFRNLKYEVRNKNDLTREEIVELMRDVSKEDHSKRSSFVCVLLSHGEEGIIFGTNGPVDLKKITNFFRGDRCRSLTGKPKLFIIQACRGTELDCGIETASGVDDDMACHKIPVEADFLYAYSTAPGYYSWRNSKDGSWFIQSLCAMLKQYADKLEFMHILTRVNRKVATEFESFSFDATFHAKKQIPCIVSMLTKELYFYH
#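 Assay system – Procaspase-3 D3A mutant, all three cleavage aspartates alanine · Controls – DMSO-only low control, 5 µM PC-3 D3A high control · Schedule – 1 h compound preincubation, 2 h substrate hydrolysis at 25 °C · Signal – 405 nm absorbance of p-nitroaniline, reads at 0 and 120 min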
# LAP4 TOR yeast – alters LAP4-GFP fluorescence in TOR pathway yeast screen; AID 2023; 320,000 tested, 0.34% active; GFP response vs DMSO, % at 10 µM; S. cerevisiae LAP4-GFP multiplex, flow cytometry GFP, 3 h; median GFP as percent of DMSO wells;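 active = GFP response vs DMSO above a set limit, about the screen mean plus 3 SD, cut at about 150% in these data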
# CIT2 TOR yeast – yeast TOR pathway CIT2-GFP modulation; GFP response vs DMSO, % at 10 µM; 320,000 tested, 0.065% active; AID 2029; S. cerevisiae CIT2-GFP strain, flow cytometry, 3 h; 100 means same as DMSO wells;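 active = GFP response relative to DMSO above a set limit, near the screen mean plus 3 SD, cut at about 150% in these data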;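 also: ratio of well median GFP fluorescence to mean of DMSO wells on the plate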
# AGP1 TOR yeast – yeast TOR pathway AGP1-GFP modulation. S. cerevisiae AGP1-GFP multiplex flow cytometry, 3 h; GFP as percent of DMSO wells. 320,000 tested, 0.02% active. GFP response vs DMSO, % at 10 µM;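 active = GFP response relative to DMSO above a set limit, near screen average plus 3 SD, cut at about 150% in these data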;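 also: median GFP channel fluorescence of the gated AGP1 strain per well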
# RPL19A TOR yeast – modulators of TOR pathway RPL19A-GFP in S. cerevisiae. S. cerevisiae RPL19A-GFP strain, flow cytometry, 3 h; stronger effect = lower value. percent response vs DMSO, % at 10 µM. 330,000 tested, 0.3% active;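 active = percent response vs DMSO below 50%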;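 also: median channel GFP fluorescence of the barcoded RPL19A-GFP strain; ratio of sample median GFP to plate DMSO average so 100% = DMSO; lower means less RPL19A-GFP as with rapamycin TOR inhibition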
# MEP2 TOR yeast – alters MEP2-GFP fluorescence in TOR pathway yeast screen; GFP response vs DMSO, % at 10 µM; 330,000 tested, 0.51% active; S. cerevisiae MEP2-GFP strain, flow cytometry GFP, 3 h; 100% = DMSO control level;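 active = GFP response versus DMSO above a set limit, roughly screen mean plus 3 SD, cut at about 180% in these data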;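 also: median GFP fluorescence of the barcode-gated MEP2-GFP cells per well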
# AHR act – activators of human aryl hydrocarbon receptor; P35869; AHR-responsive luciferase reporter cells, luminescence; activation, % at 5 µM; 320,000 tested, 2.5% active; AID 2796; in the data active = activation above about 47%;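 also: 0% = vehicle wells and 100% = reference agonist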
# Target sequence (P35869 whole entry, looked up): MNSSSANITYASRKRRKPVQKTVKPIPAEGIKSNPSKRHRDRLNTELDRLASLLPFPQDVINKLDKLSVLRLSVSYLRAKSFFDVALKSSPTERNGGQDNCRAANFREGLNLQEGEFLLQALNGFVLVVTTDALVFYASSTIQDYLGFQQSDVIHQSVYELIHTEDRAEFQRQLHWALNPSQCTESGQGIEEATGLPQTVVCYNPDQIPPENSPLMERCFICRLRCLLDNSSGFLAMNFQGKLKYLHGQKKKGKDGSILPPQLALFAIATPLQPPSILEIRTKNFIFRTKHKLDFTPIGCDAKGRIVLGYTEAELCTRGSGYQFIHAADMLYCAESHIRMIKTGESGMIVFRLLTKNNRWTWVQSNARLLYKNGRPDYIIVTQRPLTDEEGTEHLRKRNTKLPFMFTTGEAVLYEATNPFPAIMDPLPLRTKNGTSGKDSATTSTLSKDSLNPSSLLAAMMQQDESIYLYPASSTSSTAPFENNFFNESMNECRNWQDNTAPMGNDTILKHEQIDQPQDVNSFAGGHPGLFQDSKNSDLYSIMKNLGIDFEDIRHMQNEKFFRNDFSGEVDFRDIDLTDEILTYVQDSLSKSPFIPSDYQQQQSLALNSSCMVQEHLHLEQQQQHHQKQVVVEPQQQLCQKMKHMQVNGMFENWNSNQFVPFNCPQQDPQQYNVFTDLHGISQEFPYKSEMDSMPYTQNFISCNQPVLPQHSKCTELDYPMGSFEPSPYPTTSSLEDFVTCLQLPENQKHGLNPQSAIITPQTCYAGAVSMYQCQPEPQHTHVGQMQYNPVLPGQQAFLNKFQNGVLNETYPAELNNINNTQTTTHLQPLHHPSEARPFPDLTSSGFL
# Starred values were filed as active, the others as inactive; x = no result given. Only part of the results is shown; the hit share may differ from the screen's.
SMILES,proCasp7 act,proCasp3 act,LAP4 TOR yeast,CIT2 TOR yeast,AGP1 TOR yeast,RPL19A TOR yeast,MEP2 TOR yeast,AHR act
Cc1ccc(S(=O)(=O)N(C)C/N=C(\N)N[N+](=O)[O-])cc1,9,-3,100,96,100,94,99,4
CC(=O)N1N=C2C3CCN(CC3)C2C1c1ccc(Br)cc1 (stereo not given),-7,-1,120,110,112,100,114,0
CC(=O)NC(Cc1ccc(N(CCCl)CCCl)cc1)C(=O)O (stereo not given),1,0,96,96,101,98,105,-1
Cc1c(NC(NC(=O)CF)C(Cl)(Cl)Cl)c(=O)n(-c2ccccc2)n1C (stereo not given),9,6,91,94,96,95,88,-1
COc1ccc(CCN(C)Cc2c(F)cccc2F)cc1OC,6,-4,96,98,97,x,94,-2
CC1=NN(c2ccccc2)C(=O)/C1=C/c1c(O)[nH]c(=S)[nH]c1=O,-15,-18,93,107,82,95,112,16
c1ccc(CN2CCc3nc4ccccc4cc3C2)cc1,11,10,89,104,108,105,103,6
CC(=O)N1N=C(c2cccnc2)OC1c1ccccc1Cl (stereo not given),6,9,x,x,x,110,109,1
Cc1ccc(-n2c(O)c(C=NCc3cccnc3)c(=O)[nH]c2=O)cc1C,-2,-2,97,98,100,98,100,2
Cc1ccc(C(O)(c2ccc(C)c(C)c2)C2CN3CCC2CC3)cc1C (stereo not given),-3,5,92,101,104,106,108,2
CC1(C)NC(=O)[C@H]2CCCN21,12,-2,105,84,85,92,86,-2
C=Cn1c(P(=S)(N2CCOCC2)N2CCOCC2)cc2c1CCCC2,-20,-14,93,93,98,96,95,0
Cc1ccsc1C(=O)C1CCCN(Cc2cnn(C(C)C)c2)C1 (stereo not given),3,5,88,94,89,94,91,3
CC1=Nc2cc(C(=O)N3CCC4(CC3)OCCO4)ccc2Sc2ccc(Cl)cc21,-6,0,95,96,103,99,93,0
O=c1[nH]c(=S)n(-c2ccc(Cl)cc2)c(O)c1/C=N/N1CCOCC1,-4,0,110,95,107,101,101,-2
OC1/C(=C/c2ccc(F)cc2)N2CCC1CC2 (stereo not given),-2,8,89,105,101,105,104,-4
CN1CCN(Cc2nnc3n2-c2ccc(Cl)cc2C(c2ccccc2)=NC3)CC1,-1,2,88,96,96,97,94,7
C[C@]12CC[C@H](O)CC1=CCC1C2CC[C@@]2(C)C1CC[C@@H]2OCc1ccccc1 (stereo not given in full),-1,-2,95,93,98,97,92,-2
COC(=O)c1cc2c(s1)=NC=NP=2(N1CCOCC1)N1CCOCC1,6,-2,81,x,88,94,89,-1
CNC(=S)N/N=C1\C2CN3CCN(C2)CC1(c1ccccc1)C3,8,5,102,88,118,97,101,-2

# As a short view, 7 of the compounds above.
SMILES,proCasp7 act,proCasp3 act,LAP4 TOR yeast,CIT2 TOR yeast,AGP1 TOR yeast,RPL19A TOR yeast,MEP2 TOR yeast,AHR act
COc1ccc(CCN(C)Cc2c(F)cccc2F)cc1OC,6,-4,96,98,97,x,94,-2
CC1=NN(c2ccccc2)C(=O)/C1=C/c1c(O)[nH]c(=S)[nH]c1=O,-15,-18,93,107,82,95,112,16
c1ccc(CN2CCc3nc4ccccc4cc3C2)cc1,11,10,89,104,108,105,103,6
CC(=O)N1N=C(c2cccnc2)OC1c1ccccc1Cl (stereo not given),6,9,x,x,x,110,109,1
Cc1ccc(-n2c(O)c(C=NCc3cccnc3)c(=O)[nH]c2=O)cc1C,-2,-2,97,98,100,98,100,2
Cc1ccc(C(O)(c2ccc(C)c(C)c2)C2CN3CCC2CC3)cc1C (stereo not given),-3,5,92,101,104,106,108,2
CC1(C)NC(=O)[C@H]2CCCN21,12,-2,105,84,85,92,86,-2

# (continued)
SMILES,proCasp7 act,proCasp3 act,LAP4 TOR yeast,CIT2 TOR yeast,AGP1 TOR yeast,RPL19A TOR yeast,MEP2 TOR yeast,AHR act
CCCCC12CNCC(C)(CNC1)C2=O,4,1,111,109,110,101,107,0
CC1CCCCC1NC(=O)CNC(=S)N1CC2CC(C1)c1cccc(=O)n1C2 (stereo not given),7,0,108,102,108,99,100,0
COc1ccc(C(C)=O)cc1CC(C(=O)c1ccc(F)cc1)N(C)C (stereo not given),2,-7,103,95,100,98,99,4
CC1(C)COC(Nc2ccc(Cl)cc2)=N1,2,-3,96,99,96,99,99,1
N#CC1=C(N)Oc2c(c(=O)oc3ccccc23)C1c1ccccc1OC(=O)c1cccs1 (stereo not given),-9,-2,96,88,95,100,101,4
CCOc1ccc(C2SCC(=O)Nc3c2c(=O)[nH]n3C2CCCCCC2)cc1 (stereo not given),1,2,99,86,90,92,98,2
CSc1ncc(/C=C2/C(=O)NC(=O)N(c3ccc(C(C)C)cc3)C2=O)cn1,-16,-23,88,87,90,90,93,11
O=c1[nH]c(=O)n(CCc2ccccc2)c(O)c1/C=N/N1CCOCC1,-10,-3,102,100,99,94,100,1
C=CCN1CC[C@]23c4c5ccc(O)c4OC2[C@H](O)CC[C@@]3(O)[C@H]1C5 (stereo not given in full),5,10,109,99,101,97,100,0
C/C(=N\NC(=O)c1ccncc1)c1c(O)n(Cc2ccccc2)c(=O)[nH]c1=O,-14,-13,113,104,115,109,110,6
O=C(CCc1nnc2ccc(NCc3ccccc3Cl)nn12)N1CCC2(CC1)OCCO2,-3,5,97,100,101,99,116,0
CN1CCN(Cc2cc(C(C)(C)C)c(O)c(C(C)(C)C)c2)CC1,-5,-18,95,106,101,104,100,1
O=C(c1cccs1)N1C2CCC1CC(O)(c1cccnc1)C2 (stereo not given),11,7,99,95,102,96,116,-1
COc1ccc(CCn2c(O)c(/C=N/N3CCOCC3)c(=O)[nH]c2=O)cc1OC,-14,-3,111,97,104,96,96,2
CN1CCc2nc(N)c(C#N)c(-c3ccccc3)c2C1,-12,-7,111,111,107,103,112,7
CCOC(=O)c1c(C)n(Cc2ccccc2)c2ccc(O)cc12,-3,4,107,103,106,103,102,8
CCOc1ccc(-n2c(O)c(C=Nc3ccc(N4CCOCC4)cc3)c(=O)[nH]c2=O)cc1,3,-4,90,88,89,96,98,2
CCC(C)NS(=O)(=O)c1ccc(OCC(=O)N2CCN(CC)CC2)cc1 (stereo not given),14,9,88,93,92,110,100,1
Cn1c(O)c(/C=N/c2ncccn2)c(=O)n(C)c1=O,-9,-8,96,97,94,99,92,2
Cn1ccc(NC(=O)CCl)n1,-6,3,98,115,109,97,99,3
Ic1ccccc1CN[C@@H]1C2CCN(CC2)[C@@H]1C(c1ccccc1)c1ccccc1,-7,8,110,118,91,100,97,-2
CC(N)Cc1c[nH]c2ccc(Cl)cc12 (stereo not given),-1,4,106,101,104,101,108,5
COc1ccc(NP(=O)(Oc2ccccc2OC)Oc2ccccc2OC)cc1,8,2,97,91,94,94,101,13
Nc1ccccc1Cl,6,6,108,90,106,105,102,-1
COC(=O)CC1=C(C(=O)OC)C2(C(=O)Nc3c(C)cccc32)C(C#N)=C(N)O1 (stereo not given),-7,8,112,104,100,101,105,20
O=[N+]([O-])c1ccc(C[n+]2c(-c3ccccc3)cc(-c3ccccc3)cc2-c2ccccc2)cc1,5,1,134,89,92,104,95,-1
C/C(=N\N1CCCCCC1)c1c(O)n(C2CCCCC2)c(=O)[nH]c1=O,-2,0,93,91,96,94,91,1
CN(C)C(=O)Oc1ccc(Cl)c2cccnc12,5,-6,101,96,x,89,94,0
CCOC(=O)c1cc2c(cn1)[nH]c1ccccc12,3,5,127,78,79,101,103,11
Cn1cnnc1Sc1cc(N2CCNCC2)ccc1[N+](=O)[O-],-5,-18,x,x,x,100,106,3
COc1cccc(O)c1CN1CCCC(C(=O)c2ccccc2SC)C1 (stereo not given),6,6,121,114,116,115,108,18
CC#CP(=O)(OC)C(O)(CF)c1ccccc1 (stereo not given),0,-9,96,105,109,114,115,-1
Cc1cc(OCC(=O)N2C[C@H]3C[C@@H](C2)c2cccc(=O)n2C3)c2c(C)cc(=O)oc2c1,-3,8,102,111,104,101,105,0
Cc1ccc(N2C(=O)NC(=O)/C(=C\c3ccc(N4CCOCC4)cc3)C2=O)cc1,-8,0,106,87,100,93,86,3
O=C(O)c1ccc(-n2c(O)c(/C=C3\C=Nc4ccccc43)c(=O)[nH]c2=O)cc1,-3,-5,100,100,100,100,111,13
COc1ccc(Cl)cc1C(=O)C1CCCN(CCO)C1 (stereo not given),-4,-2,90,106,96,95,97,3
N#CC(C#N)=C(C#N)c1ccc(Nc2ccccc2)cc1,10,0,106,92,46,103,92,-3
CC(=NCc1ccco1)c1c(O)n(C)c(=O)n(C)c1=O,4,2,95,100,100,94,101,6
CCN1C(=O)N(CC)C(=O)C2(Cc3ccccc3N3CCN(c4ccccc4)CC32)C1=O (stereo not given),4,-14,109,103,119,97,103,5
COCCCn1c(N)c(C(=O)OCCOC)c2nc3ccccc3nc21,-5,-1,97,101,98,96,104,8
CCOC(=O)c1cc(CC)sc1/N=C/c1c(O)[nH]c(=S)[nH]c1=O,-32,-17,92,96,94,104,97,-1
Cc1cc(C)n(-c2ccc(NN=C(C#N)C#N)cc2)n1,-5,-4,100,96,95,98,100,-5
Cc1ccccc1C(=O)NC(Oc1ccccc1)C(Cl)(Cl)Cl (stereo not given),-12,1,78,88,88,104,99,4
C[C@]12CC[C@@H](O)CC1=CCC1C2CC[C@]2(C)C(=O)[C@H](F)CC12 (stereo not given in full),0,-3,95,90,89,92,96,1
COC(=O)C1=C(c2c(C)noc2C)C[C@@H]2CC[C@H]1N2C(=O)NCc1ccc2c(c1)OCO2,8,15,110,93,92,96,98,1
COC(=O)C1=C(c2ccc(F)cc2OCc2ccccc2)C[C@@H]2CC[C@H]1N2C(=O)NCc1ccc(N(C)C)cc1,-3,-4,96,101,96,96,84,1
C#CCOC(=O)C1=CCCN(C)C1,0,6,97,89,95,100,101,0
O=C(Nc1cccc(C(F)(F)F)c1)OC1CN2CCC1CC2 (stereo not given),3,-1,94,106,97,105,110,1
CCC(=O)OC1(Cc2ccc(CC)cc2)CC(C)N(C)CC1C (stereo not given),1,-5,106,97,106,97,99,0
COc1ccccc1Sc1ccccc1CC(C)N (stereo not given),1,3,95,102,101,105,103,-2
COC(=O)N(c1ccccc1)P1(=S)OCCO1,-44,-26,88,102,87,95,92,23
O=c1cccc2n1C[C@H]1C[C@@H]2CN2CCCC[C@@H]12,-8,-1,101,106,107,113,107,1
CN1C(=O)/C(=C/c2cccn2-c2ccc3ccccc3c2)C(=O)NC1=S,-19,-29,113,88,50,90,94,11
O=P(O)(O)C12CC3CC(CC(C3)C1)C2,-5,-2,109,104,105,103,105,1
Nc1c(C(=O)NCCCc2ccccc2)c2nc3ccccc3nc2n1Cc1cccs1,-19,-11,104,103,108,102,102,5
CC(=O)N1N=C(c2c(O)n(C)c(=O)n(C)c2=O)CC1c1ccccc1 (stereo not given),-1,0,106,95,98,98,94,-1
COc1ccc(C2=NCC(=S)Nc3ccc(Cl)cc32)cc1OC,0,-12,x,x,x,97,107,-2
CC1CCC(C(C)C)C(OC(=O)Cn2c(COc3ccccc3)[n+](C)c3ccccc32)C1 (stereo not given),5,-9,101,108,105,100,107,0
CC(NCc1ccccc1C(F)(F)F)C(O)c1ccccc1 (stereo not given),3,-5,101,93,104,99,96,0
CCCC1COC(Cn2cncn2)(c2ccc(Cl)cc2Cl)O1 (stereo not given),6,7,105,103,105,100,99,1
